T cell modulator = modulates CD8 T cell binding to vesicles | AID 2052 | 2C CD8+ T cell-vesicle binding, flow cytometry; stronger effect = lower value | actives 0.068% (n = 330,000) | calls only at 7 µM;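 active = response, share of CD8 T cells binding vesicles, and their 90th percentile fluorescence all below set limits, cut at about 80% in these data, passing the limit was not always enough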
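Also added: QL9-peptide-loaded Drosophila micro-vesicles bearing Ld, ICAM-1 and B7-1; Test system: purified 2C TCR transgenic mouse naive CD8+ T cells; Measured by: cytometric PE anti-B7-1 and Alexa647 anti-CD8 signals after 1% paraformaldehyde fixation; Timing: binding step 1.5 h, 37 °C, antibody labelling 20 min, ice.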
K1F lysis inhibition = inhibition of K1F phage lysis, E. coli UTI89, bacterial capsule biogenesis inhibitors, alamar blue (AID 488966); E. coli UTI89 K1F phage lysis, alamar blue, 2 h; higher % means a stronger effect; inhibition, % at 100 µM; hits with a dose series show IC50 in µM; actives 0.02% (n = 340,000);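 active = phage lysis inhibition, versus mean bacterial control, above a set limit; inconclusive = no clear call, values can overlap the other calls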;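 note: capsule biogenesis inhibitors block K1F phage lysis so surviving cells raise fluorescence; higher fluorescence means more inhibition of phage lysis; actives were called in the ten point dose series up to 300 µM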
MgcRacGAP inhibition = MgcRacGAP GTPase-activating activity inhibitors, confirmation, biochemical, ADP Hunter fluorescence. MgcRacGAP-stimulated Rac1 GTP hydrolysis, ADP Hunter fluorescence; higher % means a stronger effect; GST-tagged Rac1 F28L mutant substrate. inhibition, % at 30 µM; hits with a dose series show IC50 in µM. actives 0.6% (n = 340,000). AID 624330;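 active = first-screen hits whose inhibition reached a set limit at any dose in the follow-up dose series; inconclusive = inhibition above the set first-screen limit but never retested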;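 note: fluorescence reports GDP produced by GAP-driven GTP hydrolysis; strong numbers were not always called active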
SV40 large T antigen = SV40 large T antigen inhibitors, biochemical (AID 1903); inhibition, % at 20 µM; hits with a dose series show IC50 in µM; SV40 large T antigen ATPase/helicase inhibition assay; higher % means a stronger effect; actives 0.39% (n = 310,000); in the data active = a potency from the dose series; inconclusive = inhibition mostly from about 32% at the one dose, without a potency; inactive = the rest, 99 in 100 with inhibition below about 32%; note: strong numbers were not always called active
West Nile antiviral = inhibition of WNV-induced cytopathic effect – cell-based, CPE readout (AID 1621); West Nile virus-infected cells, CPE inhibition; higher % means a stronger effect; CPE inhibition, % at 10 µM, or IC50 in µM where a hit was titrated; actives 0.02% (n = 290,000); in the data active = a potency from the dose series; inconclusive = CPE inhibition mostly from about 3.7% at the one dose, without a potency; inactive = the rest, 99 in 100 with CPE inhibition below about 2.2%; note: strong numbers were not always called active
NTR1 ag = NTR1-driven beta-arrestin-GFP spot formation – imaging, U2OS cells, high content, primary screen (AID 493036) | actives 0.17% (n = 330,000) | activation, % at 20 µM | agonist mode;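 active = activation at or above 40% of the spot to cytoplasm intensity ratio, with at least 20 cells analyzed; inconclusive = wells under 20 cells, flagged as cytotoxic or low count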;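 note: 0% = DMSO without peptide and 100% = 100 nM NTR1 peptide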
Target sequence (P30989 whole entry, looked up): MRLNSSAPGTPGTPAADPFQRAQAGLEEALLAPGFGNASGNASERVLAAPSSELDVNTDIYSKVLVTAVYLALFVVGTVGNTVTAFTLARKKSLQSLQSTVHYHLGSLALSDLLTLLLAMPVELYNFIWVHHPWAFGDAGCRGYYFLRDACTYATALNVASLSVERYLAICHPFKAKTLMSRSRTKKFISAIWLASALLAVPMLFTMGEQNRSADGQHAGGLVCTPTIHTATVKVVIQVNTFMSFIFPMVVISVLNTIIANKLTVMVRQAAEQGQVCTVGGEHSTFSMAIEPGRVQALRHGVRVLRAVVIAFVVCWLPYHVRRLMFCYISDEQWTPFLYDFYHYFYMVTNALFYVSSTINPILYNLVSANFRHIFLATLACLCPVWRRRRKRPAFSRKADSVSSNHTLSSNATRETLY
NS5 inhibitors = flavivirus cap methylation enzyme inhibition – biochemical, confirmation dose response, primary screen (AID 588689); Dengue-2 NS5 methyltransferase capping enzyme assay, biochemical; higher % means a stronger effect; one-dose inhibition, % at 25 µM; IC50 in µM for titrated hits; actives 0.3% (n = 340,000); in the data active = a potency from the dose series; inconclusive = inhibition above about 29% without an active follow-up result
RSV CPE inhibition = RSV antiviral activity via CPE protection, HEp-2 cells, primary 10 µM value included (AID 2391); actives 0.13% (n = 310,000); one-dose CPE inhibition, % at 10 µM; IC50 in µM for titrated hits; HEp-2 cells, RSV-induced CPE inhibition; higher % means a stronger effect; in the data active = a potency from the dose series; inconclusive = CPE inhibition mostly from about 23% at the one dose, without a potency; inactive = the rest, 99 in 100 with CPE inhibition below about 21%; note: strong numbers were not always called active
PhoP inhibition = inhibitors of PhoP regulon expression, primary screen, Salmonella Typhimurium, GFP reporter (AID 1863). actives 0.16% (n = 300,000). S. Typhimurium PhoP-regulated promoter GFP reporter, 4 h; higher % means a stronger effect. inhibition, % at 50 µM; hits with a dose series show IC50 in µM;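 active = inhibition over 29.93%, a cutoff 3 SD above the screen mean, later confirmed by dose response; inconclusive = inhibition over 29.93% but no dose response follow-up; inactive = inhibition at most 29.93% or unconfirmed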;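 note: 0% = low Mg2+ inducing control and 100% = high Mg2+ repressing control; strong numbers were not always called active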
T cell modulator vesicle-bound % = also measured in T cell modulator; calls as there; double positive events, %; measured here: CD8+ vesicle-bound cell fraction;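 binding gate set so that unloaded-vesicle control wells show 10% double positive cells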
NTR1 ag cell count 20 µM = second read-out of NTR1 ag, no call of its own (marks repeat the call); cell count; measured here: cell count, cytotoxicity flag
NS5 inhibitors pilot replicate = further read-out of NS5 inhibitors, marked with its call; inhibition, %; measured here: pilot screen replicate inhibition
* hit, by the source's call; i = inactive; ? = inconclusive; . = no result given; [ ] = another dose, or the depositor's remark.

SMILES	T cell modulator	T cell modulator vesicle-bound %	K1F lysis inhibition	MgcRacGAP inhibition	SV40 large T antigen	West Nile antiviral	NTR1 ag	NTR1 ag cell count 20 µM	NS5 inhibitors	RSV CPE inhibition	PhoP inhibition	others
Cc1ccc(S(=O)(=O)N(CC(=O)Nc2ccc(F)cc2)C(=O)N2CCN(C)CC2)cc1	i	45	1.4%[50 µM]	7%	10%	.	1.6	68	2%	1.0%	15%
CCn1cc(Cl)c(C(=O)Nc2c(C)nn(Cc3c(F)c(F)c(F)c(F)c3F)c2C)n1	.	.	1.6%[50 µM]	8%	.	-1.3%	-0.9	47	-10%	.	.
Cc1ccc(C)c(NC(=O)NC2CCCCCCC2)c1	i	6	1.4%[50 µM]	0%	4%	0.3%	-0.5	66	-7%	4.9%	3%
CC(CCc1ccccc1)N1CCN(Cc2ccccc2)CC1 (centres undefined)	i	29	8.4%	23%	12%	-0.3%	1.6	46	-5%	-0.8%	6%
Cc1ccc(S(=O)(=O)N2CCOC23CCN(S(=O)(=O)c2c(C)cc(C)cc2C)CC3)cc1	i	59	1.5%[50 µM]	8%	5%	.	1.4	60	-4%	21%	5%
COc1cccc(NC(=O)CN(C)C(=O)CC(NC(=O)c2ccccc2Cl)c2ccccc2)c1 (centres undefined)	i	28	0.3%[50 µM]	1%	.	.	2.6	58	1%	0.7%	.
COc1cccc(-n2c(SCC(N)=O)nc3ccccc3c2=O)c1	i	35	0.2%	-3%	4%	.	-0.6	61	-31%	-0.1%	-2%
CCn1nnc(NC(=O)c2c(OC)cccc2OC)n1	i	20	0.9%	10%	-6%	0.6%	1.2	79	-2%	1.8%	-1%
O=C(c1cccc(S(=O)(=O)NCc2ccccc2)c1)N1CCN(Cc2ccccc2)CC1	i	30	0.0%[50 µM]	5%	2%	0.1%	0.3	61	-9%	0.5%	-4%
CCCn1nc(NC(=O)C2CCCO2)c2cc3ccc(C)cc3nc21 (centres undefined)	i	56	0.3%	9%	11%	1.4%	0.8	51	-5%	.	-6%
C[C@H](N)c1nnc(SCC(=O)N(C)C)o1	i	21	5.0%	6%	20%	0.6%	-0.1	99	-5%	0.8%	-5%
Cc1cccc([C@@H]2[C@@H]3C(=O)N(Cc4ccccc4)C(=O)[C@@H]3[C@]3(Cc4ccccc4)C(=O)N(c4cccc(F)c4)C(=O)N23)c1	i	35	4.5%	3%	10%	.	0.0	78	0%	5.3%	-6%

The closing two compounds of the section above lead into the next:
SMILES	T cell modulator	T cell modulator vesicle-bound %	K1F lysis inhibition	MgcRacGAP inhibition	SV40 large T antigen	West Nile antiviral	NTR1 ag	NTR1 ag cell count 20 µM	NS5 inhibitors	RSV CPE inhibition	PhoP inhibition	others
C[C@H](N)c1nnc(SCC(=O)N(C)C)o1	i	21	5.0%	6%	20%	0.6%	-0.1	99	-5%	0.8%	-5%
Cc1cccc([C@@H]2[C@@H]3C(=O)N(Cc4ccccc4)C(=O)[C@@H]3[C@]3(Cc4ccccc4)C(=O)N(c4cccc(F)c4)C(=O)N23)c1	i	35	4.5%	3%	10%	.	0.0	78	0%	5.3%	-6%
CC(C)CC[n+]1ccccc1/C=C/c1ccc(N(C)C)cc1	i	48	0.0%	15%	11%	-1.1%	-3.0	87	-23%	11%	-24%
O=C1CCN(CCc2ccccc2)CCN1CCO	i	14	3.7%	6%	-6%	-0.5%	-1.1	71	-2%	-2.0%	.
CCCC1(CCC)NC(=O)N(CC(=O)Nc2cccc(OC)c2)C1=O	i	52	1.9%	0%	11%	1.6%	1.2	65	9%	0.9%	-3%
Fc1ccc(-c2n[nH]c(=S)c3ccccc23)cc1	i	38	-0.5%	5%	17%	-0.4%	1.4	37	-7%	0.3%	0%
CCOC(=O)c1cc(NC(=O)c2c(C)noc2C)cc(C(=O)OCC)c1	i	17	-0.6%	1%	-3%	0.2%	3.6	57	2%	-0.7%	8%
Cc1cc(S(=O)(=O)n2[nH]c(=O)c(CCO)c2C)c(Cl)cc1Cl	i	68	0.1%	2%	-4%	-1.1%	1.0	58	2%	1.3%	-6%
O=C(CSc1ncnc2sc(-c3ccccc3)cc12)NC1CCS(=O)(=O)C1 (centres undefined)	i	44	0.2%	12%	3%	-1.4%	-0.9	91	-12%	15%	-4%
CCCCCCCn1c(=O)c(C(=O)OC)c(N)c2ccccc21	i	17	?	8%	6%	?	5.3	54	-5%	13%	2%
O=C(CCN1C(=O)/C(=C/c2ccccc2Cl)SC1=S)NC1C=CS(=O)(=O)C1 (centres undefined)	i	23	1.1%	7%	12%	?	0.3	69	-1%	1.8%	-11%
CCOc1ccc(C(=O)CCC(=O)Nc2ccc(C)cn2)cc1	i	7	0.3%[50 µM]	1%	11%	.	-1.0	73	15%	-2.0%	-6%
COc1cccc(-c2noc(-c3ccc4c(c3)OCO4)n2)c1	i	29	0.3%	6%	10%	-0.2%	5.0	63	-7%	0.4%	7%
COC(=O)C1=C(C)N(Cc2ccco2)C(=O)C1	i	46	4.4%	42%	24%	0.1%	-2.0	51	20%	0.5%	6%
Cc1ccc(C(C(=O)NC2CCCC2)N(Cc2ccc(F)cc2)C(=O)c2csnn2)o1 (centres undefined)	i	14	-0.2%	6%	6%	-0.9%	0.9	94	-1%	2.2%	9%
CN(C(=O)CSc1nc2scc(-c3ccccc3)c2c(=O)[nH]1)c1ccccc1	i	50	-1.5%[50 µM]	7%	.	.	1.8	48	-6%	.	.
COc1ccc(C(=O)Nc2cccnc2Sc2ccc(Cl)cc2)cc1	i	9	.	.	5%	-0.7%	1.5	46	.	0.1%	1%
O=C(/C(=C/O)N=Nc1ccccc1Cl)c1ccccc1	i	52	-0.7%	11%	9%	0.9%	-0.3	42	4%	?	10%
Cc1c(CCOC(=O)C23CC4(C)CC(C)(CC(C)(C4)C2)C3)sc[n+]1CC(=O)c1ccccc1	i	57	-0.1%	0%	6%	-0.9%	4.9	77	4%	4.8%	-2%
CN(/N=C/c1cccnc1)c1cnc2ccccc2n1	i	44	0.8%	-2%	5%	0.0%	-0.7	59	-2%	-3.3%	-5%
Cn1c(N)c(C(=O)COC(=O)C2(c3ccccc3F)CCCC2)c(=O)n(C)c1=O	i	43	0.3%	11%	0%	0.2%	1.9	60	-4%	0.4%	2%
Clc1ccc(CNc2ncccn2)cc1	i	50	1.1%[50 µM]	.	1%	0.7%	.	.	-1%	1.4%	15%
COc1ccc(C)cc1S(=O)(=O)N1CCCCCC1	i	2	0.6%[50 µM]	14%	4%	-0.1%	1.5	66	-1%	-2.1%	1%
C[C@H](CO)N1C[C@H](C)[C@H](CN(C)S(=O)(=O)c2ccccc2)Oc2c(NS(C)(=O)=O)cccc2C1=O	i	19	1.0%	14%	.	.	3.1	43	2%	.	.
CCN1CCN(c2ccc(NC(=O)c3ccc4c(c3)[nH]c(=O)n4Cc3ccc(F)cc3)cc2)CC1	i	20	1.5%[50 µM]	10%	16%	1.4%	0.0	58	-2%	3.3%	7%
O=C(Nc1ccc(F)cc1)c1ccc(NC(=O)C2CCCO2)cc1 (centres undefined)	i	10	0.0%	6%	1%	-0.1%	-0.6	47	-3%	20%	9%
O=C(NCCO)c1cc2c(s1)CCC2	i	60	-3.2%	1%	1%	0.6%	-3.3	102	-9%	0.8%	-6%
Cc1ccc(CN2CCNC(=O)C2CC(=O)NCCCn2cccn2)o1 (centres undefined)	i	52	0.4%	-4%	.	-0.2%	0.4	57	-8%	0.5%	.
Cc1nc2ccc([N+](=O)[O-])cc2c(=O)n1Cc1ccc([N+](=O)[O-])cc1	i	57	0.3%	14%	11%	-1.1%	1.6	66	2%	3.8%	-2%	NS5 inhibitors pilot replicate=-5.2
O=C(Nc1ccc2c(c1)OCO2)c1cccs1	i	4	1.1%	4%	5%	-0.1%	1.1	55	-2%	0.5%	11%
Cc1ccc(SC(C)C(=O)N2CCC(C(N)=O)CC2)cc1 (centres undefined)	i	50	0.8%	2%	7%	0.2%	0.5	59	1%	2.0%	-1%
CCCC(=O)Nc1ccc(C(=O)NNC(=S)NC(=O)c2ccc(Br)o2)cc1	i	55	i	0%	7%	-1.3%	1.3	85	-1%	3.1%	-3%
CCOC(=O)N1CCC(NC(=O)c2ccc3c(c2)N(C)CCS3)CC1	i	56	1.8%	4%	15%	-0.1%	0.9	81	16%	2.4%	-5%
COc1ccccc1S(=O)(=O)n1cc(Cc2ccccc2)c(N)n1	i	10	2.3%	6%	8%	0.0%	0.7	61	-10%	-0.1%	-5%
Cc1cc(NC(=O)CCSc2nc(-c3ccco3)cc(C(F)(F)F)n2)n(-c2ccccc2)n1	i	28	2.2%	11%	0%	2.8%	6.8	35	-7%	11%	2%
COc1ccc(C(=O)Nc2cc(OC)cc3cccnc23)cc1	i	51	0.1%	3%	9%	0.7%	13	70	1%	2.6%	-7%
Cc1cccc(NS(=O)(=O)c2cc(C(=O)N3CCOCC3)ccc2Cl)c1	i	66	-0.1%	3%	10%	0.0%	-1.0	42	.	0.6%	-10%
CCC(CO)Oc1cc(NC(=O)c2ccc(C)cc2)c2ncn(C(C)C)c2c1 (centres undefined)	i	37	5.0%	10%	.	.	2.8	62	-4%	0.0%	.
COc1ccc(CNC(=O)/C=C/C(=O)O)cc1	i	42	-1.1%	1%	10%	1.0%	1.8	55	1%	0.0%	-7%
Cc1[nH]nc(-c2ccc(OCc3cnn(-c4ccccc4)c3)c(C)c2O)c1Oc1ccccc1	i	54	0.2%	4%	1%	0.7%	10	50	4%	57%	-2%
CC(C)c1ccc(N=C2N=C(N)c3ccccc32)cc1	i	25	0.5%[50 µM]	10%	16%	-0.6%	24	50	-2%	8.5%	-2%
Cc1ccc(CN2CCN(Cc3ccc4cc(F)ccc4n3)CC2CCO)o1 (centres undefined)	i	29	0.9%	9%	16%	-1.2%	1.9	62	-1%	0.9%	-6%
CCCn1c(=O)n(C)c(=O)c2c(SCc3cc(C(C)=O)ccc3OCC)nc(C3CC3)nc21	i	35	.	.	.	2.8%	3.3	88	.	3.2%	.
COc1ccc(OC)c(S(=O)(=O)N2CCC(C(=O)N3CCOCC3)CC2)c1	i	48	0.1%	5%	24%	0.6%	1.8	37	.	1.0%	-8%
NC(=O)NCCCC(=O)O	i	50	-6.1%	2%	8%	.	-1.7	105	-1%	1.6%	-7%

High-throughput results as filed in PubChem.
